From PubChem BioAssay
N370S GC – qHTS Assay for Inhibitors and Activators of N370S glucocerebrosidase as a Potential Chaperone Treatment of Gaucher Disease | N370S GC spleen homogenate, 4MU-glucoside fluorescence | Potency, µM (series often up to 59.4 µM), for the others: top-dose activity change, negative = inhibition, hits mostly inhibitors | actives 0.092% (n = 330,000) | AID 2101, 2009;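 also: 0% = full enzyme activity and -100% = no enzyme basal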
TDP1 inh – qHTS Assay for Inhibitors of Tyrosyl-DNA Phosphodiesterase (TDP1) | Tyrosyl-DNA phosphodiesterase 1 (Homo sapiens), Q9NUW8 | recombinant TDP1, AlphaScreen DNA substrate cleavage | Potency, µM (doses to about 130 µM), inactives show top-dose activity change, negative = inhibition, usual class: inhibitors | actives 0.28% (n = 350,000) | AID 485290, 2010; also: nearly all actives have a fitted effect of over 40% in size
Target sequence (Q9NUW8 whole entry, looked up): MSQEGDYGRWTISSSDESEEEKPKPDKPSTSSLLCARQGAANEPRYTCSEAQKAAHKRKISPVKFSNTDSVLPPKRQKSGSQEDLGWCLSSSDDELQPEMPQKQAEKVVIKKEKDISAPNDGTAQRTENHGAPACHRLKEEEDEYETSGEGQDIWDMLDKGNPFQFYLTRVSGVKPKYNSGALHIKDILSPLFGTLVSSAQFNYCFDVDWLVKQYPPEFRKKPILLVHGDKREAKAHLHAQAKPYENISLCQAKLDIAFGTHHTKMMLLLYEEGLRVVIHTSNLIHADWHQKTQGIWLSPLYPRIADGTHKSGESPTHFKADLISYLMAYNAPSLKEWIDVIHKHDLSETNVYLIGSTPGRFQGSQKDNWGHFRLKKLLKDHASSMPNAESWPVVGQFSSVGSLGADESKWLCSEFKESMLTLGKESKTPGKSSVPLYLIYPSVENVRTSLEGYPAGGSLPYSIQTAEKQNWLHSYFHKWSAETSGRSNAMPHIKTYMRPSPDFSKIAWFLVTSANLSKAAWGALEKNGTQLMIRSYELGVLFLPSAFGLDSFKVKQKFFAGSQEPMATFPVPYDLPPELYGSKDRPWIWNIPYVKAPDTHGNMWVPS
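AlphaScreen read-out: signal falls as enzyme removes the 3' tyrosine-FITC from a 5'-biotinylated DNA oligo (15 nM, 5 min, RT). Enzyme was E. coli-made recombinant Tdp1 at 1 nM, exposed to compound for 15 min beforehand; beads 10 ug/ml, 10 min.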
TDP1 cell noCPT – qHTS for Inhibitors of human tyrosyl-DNA phosphodiesterase 1 (TDP1): qHTS in cells in absence of CPT. actives 15% (n = 420,000). Potency, µM (titrated, usually from 46.2 µM), for inactives: top-dose activity change, negative = growth inhibition, hits mostly inhibitors. DT40 Tdp1-/- hTDP1 cells, no CPT, ATP luminescence, 48 h; also: nearly all actives have a fitted effect of over 55% in size
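DT40 Tdp1-/-;hTDP1 cells, no CPT (DMSO vehicle only), 400 cells/well; compounds pin-transferred; ≥48 hr, 37 °C; CellTiter-Glo 30 min RT dark, luminescence read.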
* = called active by the depositor; ? = inconclusive; . = not tested or not shown; & = joins results of further samples; [ ] = dose if it differs, or a comment. Calls follow the shape of the dose curve; as a rule, active = well fitted curve in the direction sought with a large enough effect; inconclusive = small, poorly fitted or top-dose-only effect, or another doubt; inactive = no such curve, though single readings can be large; an effect the other way counts as inactive or inconclusive. Unless noted, % is scaled to controls: 0 for no effect and ±100 for the full control effect; potency is read from the fitted curve at half-maximal effect.

no.	mol	N370S GC	TDP1 inh	TDP1 cell noCPT
1	O=C(NCc1ccc2c(c1)OCO2)c1ccc2c(c1)N(Cc1c(F)cccc1Cl)C(=O)c1ccccc1S2	.	5%	-24%
2	Cc1ccccc1CC1(CO)CCCN(C(=O)c2ccccc2N(C)C)C1 (configuration not stated)	-4%	2%	?
3	O=S(=O)(Nc1cccc2cccnc12)c1ccccc1	15%&5%	2%&17%	8.2µM*
4	COc1ccc(C(C)=O)cc1COC(=O)c1ccc(OCc2c(C)noc2C)cc1	4%	2%	-16%
5	CCOC(=O)C(=Cc1cn(C)c2ccc(S(=O)(=O)N(C)C)cc12)C(=O)OCC	6%	2%	?
6	COc1cccc(-c2coc3c(C)c4oc(=O)c(CCC(=O)O)c(C)c4cc23)c1	-19%&-7%	9%	?
7	Cc1noc(-c2ccccc2OCC(=O)Nc2cccc([N+](=O)[O-])c2)n1	.	11%	-29%
8	COc1ccc(-n2c(=O)c(C)nc3cnc(Nc4cccc(OC)c4)nc32)cc1	-1%	.	18µM*
9	CCCCCOC(=O)NCC(O)c1ccccc1 (configuration not stated)	3%	-2%	-1%
10	O=C1CCN(S(=O)(=O)c2ccc(Br)cc2)CCN1	2%	6%	1%
11	COc1ccccc1CNC(=O)C1CCCN(S(=O)(=O)c2cccs2)C1 (configuration not stated)	-2%	-11%	-27%
12	Cc1cc(C)n(CC(O)COCc2ccco2)n1 (configuration not stated)	9%	4%	-13%
13	CCCNC(=O)C1=CC(c2ccc3c(c2)OCO3)=NS(=O)(=O)N1C	.	3%	-22%
14	C/C(=N\Nc1ncnc2sc(C)c(C)c12)c1ccccn1	-15%	.	0.015µM*
15	COc1ccc(N(C(=O)Cc2cccs2)C2C=CS(=O)(=O)C2)cc1 (configuration not stated)	0%	-4%	0%
16	COc1ccc(C)cc1N(CC(=O)N1CCCCCC1)S(C)(=O)=O	0%	.	-4%
17	O=C1c2ccccc2CCC12N=NCC2c1ccc(Br)cc1 (configuration not stated)	22%	-5%	4%
18	Cc1noc(-c2ccc(CSCCC(=O)O)cc2)c1NC(=O)OC(C)c1ccccc1Cl (configuration not stated)	2%	8%	.
19	Cc1ccc(S(=O)(=O)N2CCOCC2)cc1C(=O)OCC(=O)Nc1ccc2[nH]c(=O)[nH]c2c1	-12%	-14%	-3%
20	S=c1[nH]nc(-c2ccc(Cl)cc2Cl)n1-c1ccccc1	2%	.	-18%
21	CCOC(=O)Nc1ccc2c(c1)N(C(=O)CCN1CCN(C)CC1)c1ccccc1S2	-27%	8%	-28%
22	CCOCCCNS(=O)(=O)c1ccccc1	-3%	-1%	-18%
23	COc1ccccc1N1CCN(/N=C/C=C\c2ccco2)CC1	?	6%	?
24	CC(Nc1nc2ccccc2n2cnnc12)c1ccccc1 (configuration not stated)	25%	.	?
25	O=C(CN1C(=O)C2C3C=CC(C3)C2C1=O)NCCc1ccccc1Cl (configuration not stated)	-9%	0%	-10%
26	CC(/C=N/NC(=O)c1cc(C2CC2)[nH]n1)=C\c1ccccc1	4%	3%	?
27	CCOC(=O)c1cnc(SCc2ccccc2)nc1N	13%	-9%	-10%
28	CCSc1nnc(CNC(=O)C23CC4CC(CC(C4)C2)C3)n1C1CCCCC1	2%	2%	26µM*
29	Cc1cccc(Oc2nc(-c3ccncc3)nc3ccccc23)c1	2%	-6%	?
30	CSCCC(NC(=O)c1ccco1)C(=O)Nc1ccncc1 (configuration not stated)	-7%	5%	2%
31	CC1(C(=O)Nc2cccc(C(F)(F)F)c2)CO1 (configuration not stated)	-6%	-9%	.
32	CCCCC[C@H](O)/C=C/[C@H]1[C@H](O)CC(O)[C@@H]1C/C=C\CCCC(=O)O (some centres not stated)	-4%	9%	.
33	FC(F)(F)c1ccc(N2CCN(c3cc(-c4ccccc4)nc4ncnn34)CC2)nc1	8%	6%	3.3µM*
34	COc1ccc(-c2cc3ncccc3cn2)cc1	.	3%	?
35	Cc1cc(C)c2c(n1)sc1c(N3CCCCC3)ncnc12	3%	.	?
36	CC1CCN(C(=O)c2cc(-c3cccc(Cl)c3)on2)CC1	.	4%	?
37	O=C(NCc1cccnc1)C(=O)C1C(=O)Nc2ccccc21 (configuration not stated)	13%	3%	1%
38	O=S(=O)(c1cccc(C(F)(F)F)c1)N1CCN(C(=S)NCc2ccco2)CC1	-3%	8%	?
39	Cc1cc(C)cc(N2C(=O)CC(n3nc(C)cc3C)C2=O)c1 (configuration not stated)	6%	2%	5%
40	CCOc1ccccc1OCC(=O)OC(C)C(=O)Nc1ncc(Cl)cc1Cl (configuration not stated)	.	0%	13%
41	CCOc1ccc(NC(=S)NC23CN4CN(CN(C4)C2)C3)cc1	-12%	-2%	-9%
42	CCSc1sc(CC)cc1C=O	3%	-1%	-5%
43	CCCCOC(=O)c1cccc(NC(=O)CCC(=O)O)c1	-5%	2%	0%
44	Cc1nnsc1C(=O)N1CCC(CO)(Cc2ccccc2Cl)CC1	-24%	-5%	?
45	COC(=O)n1c(=O)oc2ccccc21	-24%	2%	-18%
46	C=C(Br)Cn1c(CC(C)C)nc2ccccc21	5%	1%	9.2µM*
47	c1ccc(CCc2nn3c(Cn4nnc5ccccc54)nnc3s2)cc1	5%	3%	?
48	CCc1ccc(Nc2nnc(SCC(=O)c3c(N)n(C4CC4)c(=O)[nH]c3=O)s2)cc1	.	-6%	-19%
49	O=C(COc1ccccc1[N+](=O)[O-])Nc1cc(C(=O)O)cc(C(=O)O)c1	-2%	-3%	-15%
50	O=C(NN1C(=O)/C(=C/c2cccc(O)c2)SC1=S)c1ccccc1O	-1%	5%	-7%

Carrying on.
No.	compound	N370S GC	TDP1 inh	TDP1 cell noCPT
51	CCn1c2ccc(OC)cc2c2nc3ccccc3nc21	3%	0%	12µM*
52	CCn1c(/C=C2/C(=O)N(C)c3ccccc32)nc2ccccc2c1=O	5%	-1%	16µM*
53	CCOC(=O)C1CCCCN1S(=O)(=O)c1csc(C(N)=O)c1 (configuration not stated)	.	0%	-6%
54	CS(=O)(=O)N(CC(=O)O)c1cc(Cl)cc(Cl)c1	4%	-7%	-8%
55	CCOC(=O)c1c(C)oc2nc(C)nc(N3CCN(c4cccc(C(F)(F)F)c4)CC3)c12	.	0%	5.2µM*
56	C[C@]12c3[nH]c4cc(-c5ccco5)ccc4c3CCN1C(=O)[C@@H](CC(=O)NCCC1=CCCCC1)C[C@@H]2C(=O)N1CCOCC1	.	6%[56.1 µM]	21µM*
57	CCOc1ccc2c(c1)c1nnc(SCC(=O)N3CCCCC3C)nc1n2C (configuration not stated)	17%	-2%	23µM*
58	Cn1nnnc1SCCNCc1cc(Cl)ccc1OCc1ccccc1	-5%	9%	23µM*
59	O=C(Nc1ccc(Cl)cc1)C1CCCC1	-3%	.	-27%
60	Cc1ccc(-n2nc(C)c3c(C)cc(=O)n(CC(=O)N4CCCc5ccccc54)c32)cc1	.	2%	3%
61	CCOc1ccc(C(=O)Nc2nnc(S(=O)(=O)Nc3ccccc3)s2)cc1	.	3%	?
62	COc1ccccc1-c1noc(-c2ccccc2C(=O)NCc2ccco2)n1	4%	5%	?
63	CCOc1ccc(S(=O)(=O)NCCC(=O)OCC(=O)NC(=O)c2cccn2C)cc1	.	4%	-1%
64	N#Cc1nc(-c2ccc(F)cc2)oc1N1CCCC1	13%	2%	21µM*
65	O=C(COC(=O)COc1ccccc1Cl)Nc1ccccc1OC(F)F	14%	0%	-15%

Entries listed so far containing a furan ring, fused or not:
No.	compound	N370S GC	TDP1 inh	TDP1 cell noCPT
6	COc1cccc(-c2coc3c(C)c4oc(=O)c(CCC(=O)O)c(C)c4cc23)c1	-19%&-7%	9%	?
12	Cc1cc(C)n(CC(O)COCc2ccco2)n1 (configuration not stated)	9%	4%	-13%
23	COc1ccccc1N1CCN(/N=C/C=C\c2ccco2)CC1	?	6%	?
30	CSCCC(NC(=O)c1ccco1)C(=O)Nc1ccncc1 (configuration not stated)	-7%	5%	2%
38	O=S(=O)(c1cccc(C(F)(F)F)c1)N1CCN(C(=S)NCc2ccco2)CC1	-3%	8%	?
55	CCOC(=O)c1c(C)oc2nc(C)nc(N3CCN(c4cccc(C(F)(F)F)c4)CC3)c12	.	0%	5.2µM*
56	C[C@]12c3[nH]c4cc(-c5ccco5)ccc4c3CCN1C(=O)[C@@H](CC(=O)NCCC1=CCCCC1)C[C@@H]2C(=O)N1CCOCC1	.	6%[56.1 µM]	21µM*
62	COc1ccccc1-c1noc(-c2ccccc2C(=O)NCc2ccco2)n1	4%	5%	?

(further entries)
No.	compound	N370S GC	TDP1 inh	TDP1 cell noCPT
66	CCCC(=O)NC(=S)Nc1cccc(NC(=O)c2ccc(Cl)cc2Cl)c1	0%	7%	?
67	Cc1ccc(C(=O)NCCNc2ncc(C(F)(F)F)cc2Cl)cc1[N+](=O)[O-]	-9%	-1%	?
68	O=S(=O)(c1ccc(-c2nc3ccccc3s2)cc1)N1CCCC1	.	-4%	-11%
69	CC1=C(C(=O)OCC2CCCO2)C(c2ccc(Cl)c(Cl)c2)NC(=O)N1 (configuration not stated)	15%	6%	?
70	Cc1ccc(F)cc1CNC(=O)C1CCC(=O)N(CCCN2CCCC2=O)C1 (configuration not stated)	3%	3%	14%
71	CCN(CC)CC(=O)c1c(N)n(Cc2ccccc2)c(=O)n(C)c1=O	-4%	1%	1%
72	CC(=O)c1ccc(NC(=O)/C(Cl)=C/c2ccccc2)cc1	20%	4%	0%
73	Cc1cc(C)c2c(N)c(-c3nc4ccccc4[nH]3)sc2n1	7%	-1%	?
74	CN1/C(=C\C(=O)COC(=O)Cn2nnc(-c3ccccc3)n2)C(C)(C)c2ccccc21	-3%	-1%	3.7µM*
75	CC(C)c1ccc(Nc2nc(CC(=O)O)cs2)cc1	8%	5%	-25%
76	O=C(NCC1CCCO1)C12CN(Cc3ccccc3)CC1C(c1cccc([N+](=O)[O-])c1)=NO2 (configuration not stated)	13%	7%	3%
77	NC1=NC(=Nc2ccc(Cl)cc2)c2ccccc21	0%	3%	-29%
78	N/C(=N\OC(=O)Nc1cccc(C(F)(F)F)c1)c1ccno1	-13%	.	-20%
79	CN(C)C(CNC(=O)CN1C(=O)NC2(CCCC2)C1=O)c1ccccc1 (configuration not stated)	.	0%[56.1 µM]	5%
80	CC1CCC(NC(=O)c2cc3ccccc3cc2O)CC1 (configuration not stated)	.	-3%	?

2 neighbouring compounds from above, for reference:
No.	compound	N370S GC	TDP1 inh	TDP1 cell noCPT
1	O=C(NCc1ccc2c(c1)OCO2)c1ccc2c(c1)N(Cc1c(F)cccc1Cl)C(=O)c1ccccc1S2	.	5%	-24%
2	Cc1ccccc1CC1(CO)CCCN(C(=O)c2ccccc2N(C)C)C1 (configuration not stated)	-4%	2%	?

Single records (already shown). Values in the order: N370S GC, TDP1 inh, TDP1 cell noCPT
Entry for `CC1CCC(NC(=O)c2cc3ccccc3cc2O)CC1` (configuration not stated) → ., -3%, ?
Entry for `Cc1ccc(C(=O)NCCNc2ncc(C(F)(F)F)cc2Cl)cc1[N+](=O)[O-]` → -9%, -1%, ?

(listing goes on)
No.	compound	N370S GC	TDP1 inh	TDP1 cell noCPT
81	Cc1ccc(C)c(Cn2nc(C)n3c(cc4cc(C)ccc43)c2=O)c1	.	-3%	3%
82	O=C(O)/C=C\c1cccc(-n2cnnn2)c1	20%	0%	-13%
83	COc1ccc(OC)c(NC(=O)CNC(=O)c2cccs2)c1	2%	2%	-7%
84	O=C(N/N=C\c1cccs1)c1ccccc1-n1cccc1	5%	5%	-17%
85	O=C1C2ON(c3ccccc3)C(c3ccccc3F)C2C(=O)N1c1ccccc1 (configuration not stated)	-4%	2%	-1%
86	Cc1ccc(C(=O)N2CCN(C)CC2)cc1[N+](=O)[O-]	0%	.	5%
87	O=C(NCCc1c[nH]c2ccccc12)OCCCCOC(=O)NCCc1c[nH]c2ccccc12	-6%	6%	23µM*
88	c1ccc2c(c1)[nH]c1nc(SCCN3CCOCC3)nnc12	-14%	8%	?
89	Cn1c(=O)c(=O)n(C)c2cc([N+](=O)[O-])c([N+](=O)[O-])cc21	-4%	-2%	18µM*
90	CN1[C@@H](CC(=O)c2ccccc2)CCC[C@@H]1C[C@@H](O)c1ccccc1	-6%[21.6 µM]	13%[21 µM]	.
91	CCOC(=O)Cc1csc(NC(=O)CSc2nnc(-c3ccc(OC)cc3)n2C)n1	7%	2%	-16%
92	Cc1nnc(SC(C)C(=O)Nc2ccc(Cl)cn2)n1Cc1ccccc1 (configuration not stated)	-1%	6%	?
93	CC(=O)Nc1ccc(-c2nc3c(C)cccc3[nH]2)cc1	-7%	2%	-5%
94	COC(=O)c1cc(OC)c(OC)cc1NC(=S)Nc1cccc(Cl)c1	7%	0%	-14%
95	O=c1cc(N2CCN(c3ccccc3)CC2)[nH]c(=O)n1Cc1ccc(F)cc1	15%	-2%	-28%

This is a subset. The share of hits here may be higher or lower than overall.
